Source: PubChem (several laboratories)
PP5 inh – blocks human protein phosphatase 5 activity; 0.18% of 320,000 active; purified PP5c, OMFP substrate fluorescence; P53041; inhibition, % at 6.7 µM;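 active = inhibition above the campaign's mean inhibition across all tested compounds plus 3 SD, cut at about 9.5% in these data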;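 also: 0% = DMSO only and 100% = 100 µM cantharidin control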
Target sequence (P53041 whole entry, looked up): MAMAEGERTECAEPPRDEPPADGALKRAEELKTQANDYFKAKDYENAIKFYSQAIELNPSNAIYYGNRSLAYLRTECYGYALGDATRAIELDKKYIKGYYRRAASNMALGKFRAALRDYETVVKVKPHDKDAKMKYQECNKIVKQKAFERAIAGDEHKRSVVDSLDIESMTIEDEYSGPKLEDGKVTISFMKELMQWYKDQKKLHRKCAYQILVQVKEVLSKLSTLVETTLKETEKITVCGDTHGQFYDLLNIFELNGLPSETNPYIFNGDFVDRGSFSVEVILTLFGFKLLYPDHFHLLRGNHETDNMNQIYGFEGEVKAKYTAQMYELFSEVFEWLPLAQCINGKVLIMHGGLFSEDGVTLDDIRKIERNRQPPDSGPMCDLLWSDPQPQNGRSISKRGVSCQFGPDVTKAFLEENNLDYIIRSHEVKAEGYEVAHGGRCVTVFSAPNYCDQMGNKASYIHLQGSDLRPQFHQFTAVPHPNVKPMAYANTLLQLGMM
GASC-1 inh – blocks human GASC-1 demethylase activity. Q9H3R0. GST-JMJD2C(1-420) H3K9me3 demethylation, DELFIA europium. inhibition, % at 2.35 µM. 0.069% of 330,000 active. AID 2099;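 active = more than half of a compound's replicate wells show inhibition beyond 50%, single wells judged on their own value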;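 also: signal counts dimethyl H3K9 product captured on neutravidin plate; 0% = median of DMSO wells and 100% = 0.3 times that DMSO median; strong numbers were not always called active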
TPT1 inhibitor – C. albicans TPT1 enzyme inhibition; recombinant caTPT1, FP RNA substrate dephosphorylation; 0.81% of 300,000 active; inhibition, % at 5 µM; AID 1962;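 active = inhibition above the mean of all tested compounds plus 3 SD, set per screening campaign, cut at about 24% in these data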;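 also: plate controls were DMSO alone for no effect and ferristatin control at 100 nM for full effect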
procasp3 activ – activates human procaspase-3; activation, % at 8.5 µM; 0.11% of 330,000 active; recombinant procaspase-3 D3A, Ac-DEVD-pNA absorbance 405 nm; P42574;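 active = activation above the mean of all tested compounds plus 3 SD, cut at about 21% in these data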;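 also: 0% = DMSO alone and 100% = DMSO wells spiked with extra 5 µM PC-3 D3A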
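material = Procaspase-3 D3A mutant | probe or stimulus = Ac-DEVD-pNA | compound = single dose, 8.5 µM nominal compound, 0.8% DMSO | timing = 1 h preincubation, 2 h reaction | measured by = 405 nm absorbance of p-nitroaniline, reads at 0 and 120 min | benchmarks = DMSO-only low control, 5 µM PC-3 D3A high control | repeats = singlicate, each compound tested once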
Efflux pump inh – blocks antifungal efflux pumps in multiplex yeast assay; S. cerevisiae Candida pump triplex, Nile Red efflux; inhibition, % at 10 µM; 0.44% of 330,000 active; AID 485275;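 active = plate passing quality check with inhibition over a set limit, or well fluorescence over plate mean plus 4 SD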;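 also: Nile Red retained in pooled yeast measured as flow cytometry median fluorescence; 0% = buffer negative control and 100% = Enniatin B positive control; higher means more Nile Red kept so more efflux inhibition; some compounds called inactive have numbers as strong as hits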
Fh CTSL1 inh – blocks F. hepatica cathepsin L1 in PFM18AAP counter-screen | recombinant F. hepatica cathepsin L1, Z-Leu-Arg-MCA fluorescence | inhibition, % at 5.96 µM | 0.49% of 300,000 active | AID 1906;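 active = inhibition above the mean of all tested compounds plus 3 SD, set per screening campaign, cut at about 17% in these data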;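 also: 0% = plate median of test compound wells and 100% = 1 µM Z-Phe-Ala-diazomethylketone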
procasp7 counter – counter-screen for procaspase-3 activators: activators of human procaspase-7. recombinant procaspase-7, Ac-DEVD-pNA absorbance 405 nm; D23A/D198A/D206A triple mutant, cannot self-cleave; scale: DMSO 0, 5 µM enzyme 100. activation, % at 8.5 µM. 0.093% of 330,000 active;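 active = percent activation above the screen-wide mean plus 3 SD, cut at about 25% in these data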
Target sequence (P55210 whole entry D23A/D198A/D206A): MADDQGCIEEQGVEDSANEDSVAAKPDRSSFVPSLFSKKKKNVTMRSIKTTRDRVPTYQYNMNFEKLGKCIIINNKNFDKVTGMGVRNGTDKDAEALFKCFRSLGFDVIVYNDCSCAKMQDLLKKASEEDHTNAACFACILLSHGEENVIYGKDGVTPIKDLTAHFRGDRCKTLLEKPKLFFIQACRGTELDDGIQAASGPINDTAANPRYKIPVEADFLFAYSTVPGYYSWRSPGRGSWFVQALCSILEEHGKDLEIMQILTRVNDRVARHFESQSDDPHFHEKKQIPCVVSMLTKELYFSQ
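signal = Epi-absorbance of released pNA at 405 nm, two timepoints | assay system = Uncleavable procaspase-7 mutant enzyme | reagent = Ac-DEVD-pNA substrate, 400 µM as added | times = 1 h enzyme–compound preincubation and 2 h substrate reaction, both 25 °C | benchmarks = low DMSO alone, high DMSO plus 5 µM PC-7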
PP1 counter – counter-screen for PP5 inhibitors: inhibitors of human PP1-alpha | purified PP1alpha, OMFP fluorescence | AID 2235 | inhibition, % at 6.7 µM | P62136 | 0.9% of 320,000 active;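 active = inhibition above the mean inhibition of all tested compounds plus 3 SD, computed separately for each screening campaign, cut at about 15% in these data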
HCV core dimer – HCV core protein dimerization inhibition. TR-FRET GST/Flag-core106 dimerization, 1536-well. inhibition, % at 5 µM. 0.33% of 300,000 active. AID 1899;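 active = inhibition above the mean of all tested compounds plus 3 SD, set per screening campaign, cut at about 45% in these data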
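Assay system – GST-tagged and Flag-tagged HCV core protein residues 1-106 · Quantity – core106 proteins, GST 13.5 nM and Flag 17 nM · Benchmarks – unlabelled core106 and no-GST-core106 wells · Read-out basis – percent inhibition of core106 dimerization signal · Detection – time-resolved FRET, ex 340 nm, em 617 and 671 nm · Schedule – 4 h at 22.5 °C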
* hit, by the source's call; & = joins results of further samples.

entry	canonical_smiles	PP5 inh	GASC-1 inh	TPT1 inhibitor	procasp3 activ	Efflux pump inh
1	NC(=O)c1ccc[n+](CC(=O)OCCC23CC4CC(CC(C4)C2)C3)c1	-0.1	-8.3	1.6	-1.2	0.0
2	CNC(=O)COc1ncnc2scc(-c3ccc(F)cc3)c12	-2.2	-0.8	-0.6	7.0	0.1
3	COc1ccccc1Nc1nc(NCCCN(C)C)nc(N)c1[N+](=O)[O-]	0.5	-2.4	2.2	13.8	-0.1
4	C/C(=N/Nc1ccc([N+](=O)[O-])cc1)c1ccc(C)cc1C	7.5	1.3	26.0*	-20.1	-0.2
5	CCCC(=O)OCC(=O)NC1CCCc2ccccc21 (stereo not given)	-1.6	17.6	0.7	-5.4	-0.1
6	Cc1cc(OCCN2CCCCCC2)ccc1[N+](=O)[O-]	4.1	-0.4	1.8	14.0	0.0
7	CNC(=O)c1[nH]cnc1C(=O)Nc1ccccc1C	0.9	2.4	-1.5	4.3	-0.2
8	O=C(CN1C(=O)COc2ccccc21)Nc1ccc(N2CCOCC2)cc1	0.8	4.7	-0.5	-8.8	-0.1
9	O=C(NCCc1ccccc1)C(=O)c1c(-c2ccccc2)[nH]c2ccccc12	-0.8	48.9	-0.8	12.9	-0.2
10	CCCS(=O)(=O)c1c(S(=O)(=O)CCC)c2c(C(N)=O)cccn2c1C(=O)c1ccc(F)cc1	-4.1	13.1	-1.9	1.0	0.4
11	CCOC(=O)C1(Cc2ccccc2)CCCN(C(=O)c2cnn(CC)c2)C1 (stereo not given)	1.8	-11.8	-1.7	11.2	0.6
12	Cc1nc(NC(=O)c2ccccc2)sc1-c1csc(Nc2ccc(Cl)cc2Cl)n1	1.5	6.2	12.9	-5.9	0.0
13	Cc1nc2cc(NC(=O)c3ccco3)ccc2n1C	0.4	19.8	-6.6	0.3	-0.1
14	Cc1ccc(-c2c(C(=O)NCc3ccc(F)cc3)oc(=O)c3ccccc23)cc1	3.6	5.5	2.4	5.8	0.3
15	CCOC(=O)C(NC(=O)Nc1cccc(C)n1)(OCC(F)(F)F)C(F)(F)F (stereo not given)	2.9	-4.1	-1.9	-0.8	0.8

entry	Fh CTSL1 inh	procasp7 counter	PP1 counter	HCV core dimer
1	-2.2	-0.1	-1.6	6.0
2	7.4	20.0	0.8	2.5
3	-2.4	-0.2	-9.1	3.0
4	4.1	-20.1	2.3	3.1
5	-7.3	2.7	0.8	-7.4
6	-0.1	-3.5	-3.5	0.8
7	2.7	4.0	1.2	-0.8
8	-0.6	1.0	2.4	-1.5
9	1.5	2.4	-0.4	11.2
10	-1.3	12.9	-2.3	-1.9
11	-6.6	3.9	0.1	0.9
12	0.6	-21.4	4.8	8.7
13	0.9	1.8	-3.4	-11.6
14	-2.1	8.0	2.0	18.2
15	-4.2	6.8	1.4	-5.0

Later entries.
entry	canonical_smiles	PP5 inh	GASC-1 inh	TPT1 inhibitor	procasp3 activ	Efflux pump inh
16	Cc1ccc(CN2CCN(Cc3ccc(Oc4ncccn4)cc3)CC2CCO)cc1 (stereo not given)	0.4	1.0	1.6	5.4	0.2
17	CCCn1ncc(CN2CCN(CCc3ccccc3)C(CCO)C2)c1C (stereo not given)	4.0	-17.4	-1.5	-1.6	-0.1
18	CCOc1cc(/C=C2/NC(=O)N(CC(=O)OC)C2=O)ccc1OC	-1.6	-10.2	1.2	-9.2	0.1
19	CCOc1c2ccc(C(=O)NCc3ccco3)cc2nn1CCOC	-1.2	2.8	1.7	3.8	-0.1
20	COc1nc(Oc2ccc(=O)n(C)n2)nc(N(C)C)n1	0.3	12.4	-0.6	-1.6	-0.2
21	N#CCc1ccc(NS(=O)(=O)c2cccs2)cc1	-0.1	-16.4	-4.0	-2.6	-0.1
22	COc1ccc(OCC(=O)N/N=C(\C)CC(=O)Nc2ccc(OC)cc2[N+](=O)[O-])cc1	1.2	1.9	-1.0	7.4	0.0
23	CCn1ncc(CN2CCCC(CNC(=O)c3ccc(F)cc3)C2)c1C (stereo not given)	-3.3	-21.2	-1.5	5.6	-0.2
24	COc1ccccc1CC(=O)Nc1ccc(-c2noc(COc3ccc(Cl)c(C)c3)n2)cc1	1.2	-4.5	-3.2	-1.6	0.1
25	Cc1sc(-c2ccncc2)nc1OC(=O)c1cc(Cl)cc(Cl)c1	3.3	-4.2	-1.8	4.5	-0.1
26	COc1cc(CCC(=O)OCn2nnc3ccccc3c2=O)cc(OC)c1OC	0.1	1.2	-0.9	1.3	0.3
27	Cc1nn(-c2ccccc2)c2c1C(=O)NC(=O)C(C)(C)C2	-1.0	-4.0	-1.8	0.6	0.0
28	COc1ccc(C(C(=O)NCC2CCCO2)N(Cc2cccs2)C(=O)c2snc(C(N)=O)c2N)cc1OC (stereo not given)	-2.8	16.2	1.5	1.4	-0.1
29	N#Cc1c(NC(=O)CSC2=NCCS2)sc2c1CCCC2	3.7	-2.9	8.3	-0.1	0.2
30	COc1ccccc1C(=O)NCC(=O)NNc1ncnc(N)c1[N+](=O)[O-]	-0.7	-9.5	-2.8	1.3	0.1

entry	Fh CTSL1 inh	procasp7 counter	PP1 counter	HCV core dimer
16	-2.5	5.9	-0.2	-6.2
17	-4.9	14.9	-2.6	-2.6
18	5.9	-8.7	6.2	-3.3
19	0.0	2.8	1.7	8.7
20	0.2	2.5	-1.8	-1.6
21	-2.8	-3.9	-3.1	-1.6
22	1.1	-4.4	-0.8	0.2
23	-4.0	6.2	-0.5	1.1
24	-1.3	-1.0	0.4	-1.0
25	-3.6	2.3	-2.9	-5.4
26	-52.0	-2.1	1.7	6.3
27	1.9	-8.7	-0.8	-5.4
28	2.4	-0.8	-5.9	2.7
29	1.4	3.7	8.5	-1.5
30	1.3	3.2	-3.7	0.4

In the list so far, 5 contain two or more sulfur atoms:
entry	canonical_smiles	PP5 inh	GASC-1 inh	TPT1 inhibitor	procasp3 activ	Efflux pump inh
10	CCCS(=O)(=O)c1c(S(=O)(=O)CCC)c2c(C(N)=O)cccn2c1C(=O)c1ccc(F)cc1	-4.1	13.1	-1.9	1.0	0.4
12	Cc1nc(NC(=O)c2ccccc2)sc1-c1csc(Nc2ccc(Cl)cc2Cl)n1	1.5	6.2	12.9	-5.9	0.0
21	N#CCc1ccc(NS(=O)(=O)c2cccs2)cc1	-0.1	-16.4	-4.0	-2.6	-0.1
28	COc1ccc(C(C(=O)NCC2CCCO2)N(Cc2cccs2)C(=O)c2snc(C(N)=O)c2N)cc1OC (stereo not given)	-2.8	16.2	1.5	1.4	-0.1
29	N#Cc1c(NC(=O)CSC2=NCCS2)sc2c1CCCC2	3.7	-2.9	8.3	-0.1	0.2

entry	Fh CTSL1 inh	procasp7 counter	PP1 counter	HCV core dimer
10	-1.3	12.9	-2.3	-1.9
12	0.6	-21.4	4.8	8.7
21	-2.8	-3.9	-3.1	-1.6
28	2.4	-0.8	-5.9	2.7
29	1.4	3.7	8.5	-1.5

Remaining list, next part
entry	canonical_smiles	PP5 inh	GASC-1 inh	TPT1 inhibitor	procasp3 activ	Efflux pump inh
31	CC(C)C(=O)Nc1c2c(nn1-c1ccc(F)cc1)CSC2	1.0	-2.8	-0.3	3.8	-0.2
32	Cc1cccn2c(=O)c(/C=C(\C#N)C(=O)NCc3ccco3)c(N3CCOCC3)nc12	0.7	3.9	1.6	-9.3	0.0
33	CCCN1C2CCCC1CC(NC(=S)Nc1cc(C)cc(C)c1)C2 (stereo not given)	-2.0	0.9	-1.1	-5.2	-0.1
34	COc1cccc(OCc2nnc(SCC(=O)OCc3ccccc3)o2)c1	4.5	-15.4	0.1	6.9	0.0
35	Cc1ccc(N(C(=O)Cn2nnc(-c3ccc(C)o3)n2)C(C(=O)NC2CCCC2)c2ccco2)cc1 (stereo not given)	1.4	8.3&-13.9	-1.0	2.0	0.1
36	COc1ccc(S(=O)(=O)n2ccc(-c3cnc(-c4ccccc4)s3)n2)cc1	3.2	-2.5	-1.4	4.3	-0.1
37	COCCCNC(=O)CS(=O)Cc1nc(-c2ccccc2C)oc1C (stereo not given)	1.1	8.8	0.8	0.8	-0.1
38	CSc1cccc(NC(=O)CN2C(=O)c3ccccc3S2(=O)=O)c1	2.1	-12.1	-4.2	-0.6	-0.1
39	Cc1nc2ccc(NC(=O)CSc3nnc(C)s3)cc2[nH]1	1.5	-1.5	-1.4	12.5	0.0
40	CC(=O)Oc1ccc(/C=C2\C=C(c3ccc(C)cc3)OC2=O)cc1	0.9	-14.5	1.3	8.0	0.1
41	CN(C)c1ccc(C=NCC2COc3ccccc3O2)cc1 (stereo not given)	-0.2	0.6	-5.8	3.6	-0.2
42	Cc1cc(C)c(C)c(S(=O)(=O)NCC(=O)NCc2ccco2)c1C	1.2	-2.2	1.0	1.2	-0.3
43	C/C(=N\NC(=O)Cn1c(-c2ccccn2)nc2ccccc21)c1cccc(O)c1	1.6	-13.9	-2.5	3.1	0.0
44	C[C@@]12C(=O)N(CC3CC3)CC(=O)N1[C@H](/C=C/c1ccccc1)[C@@H]1C(=O)N(c3ccccc3)C(=O)[C@@H]12	0.7	-7.6	-1.2	-0.7	0.1
45	CC1CCN(C(=O)C(NS(=O)(=O)c2cccc3nsnc23)c2ccccc2)CC1 (stereo not given)	1.3	-0.7	0.2	-1.0	0.3

entry	Fh CTSL1 inh	procasp7 counter	PP1 counter	HCV core dimer
31	-3.1	-1.2	-3.6	4.0
32	-4.2	-8.4	0.7	-3.5
33	-2.3	12.9	-1.6	-1.5
34	1.5	-1.2	-1.1	-1.0
35	-1.7	1.1	-4.6	5.1
36	0.2	5.5	1.8	-3.8
37	-4.8	1.9	-1.1	9.8
38	3.0	3.6	1.7	2.5
39	0.2	3.4	-1.0	-1.7
40	-7.2	-6.6	0.1	-0.4
41	-1.4	3.7	-4.2	-5.0
42	-0.9	-1.5	2.4	-2.2
43	-0.5	-1.9	-1.2	-5.9
44	-2.9	3.9	0.5	-11.0
45	-2.4	1.9	0.8	16.0
